CHRM4 PAM = human M4 muscarinic receptor positive allosteric modulators, primary screen, CHO-K1 cells, Fluo-8 calcium fluorescence | Muscarinic acetylcholine receptor M4 (Homo sapiens), P08173 | CHO-K1 hM4/Gqi5, ACh EC20; 0% = ACh EC20, 100% = maximal ACh | activation, % at 3 µM | actives 0.4% (n = 360,000) | AID 624126, 2012;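 active = activation above its plate's cutoff, the mean activation of sample wells plus 3 SD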; note: some results filed as inactive read as strong as hits
Target sequence (P08173 whole entry, looked up): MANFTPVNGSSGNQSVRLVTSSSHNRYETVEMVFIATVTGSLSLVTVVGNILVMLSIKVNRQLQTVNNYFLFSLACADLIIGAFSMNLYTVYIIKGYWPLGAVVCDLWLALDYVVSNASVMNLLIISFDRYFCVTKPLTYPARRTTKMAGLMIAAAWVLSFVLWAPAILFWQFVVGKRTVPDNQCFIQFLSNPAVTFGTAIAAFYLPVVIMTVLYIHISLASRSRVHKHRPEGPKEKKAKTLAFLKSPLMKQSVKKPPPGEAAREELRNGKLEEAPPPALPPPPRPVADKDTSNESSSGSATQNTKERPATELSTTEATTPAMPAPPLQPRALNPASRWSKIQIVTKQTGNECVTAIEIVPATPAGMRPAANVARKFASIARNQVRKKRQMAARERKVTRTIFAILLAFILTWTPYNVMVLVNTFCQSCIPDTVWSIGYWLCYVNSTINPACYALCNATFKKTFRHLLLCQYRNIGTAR
IDE inh = human IDE inhibitors in live cells, primary screen, fluorescence polarization, HEK cells, FAbetaB substrate. Insulin-degrading enzyme (Homo sapiens), P14735. FAbetaB cleavage. inhibition, % at 5.59 µM. actives 0.41% (n = 320,000);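 active = percent inhibition above the average of all tested compounds plus 3 SD, set per screening campaign, cut at about 16% in these data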;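 note: IDE supplied by intact live HEK cells; FP after avidin binding of uncleaved biotin substrate so inhibition keeps polarization high; 0% = DMSO wells and 100% = 60 µM reference IDE inhibitor Ii1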
M4 ag = human M4 muscarinic receptor agonists, primary screen, CHO-K1 cells, Fluo-8 calcium fluorescence; activation, % at 3 µM; AID 624127, 2012; actives 0.14% (n = 360,000); Muscarinic acetylcholine receptor M4 (Homo sapiens), P08173; CHO-K1 hM4/Gqi5; vehicle 0%, full acetylcholine response 100%;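 active = activation above the run mean over all test wells plus 3 SD, cut at about 32% in these data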;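 note: peak over basal fluorescence ratio per well then scaled between controls; 0% = DMSO wells and 100% = acetylcholine at EC100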
CHRM5 PAM = human M5 muscarinic receptor positive allosteric modulators, primary screen, CHO-K1 cells, Fluo-8 calcium fluorescence; actives 0.3% (n = 360,000); activation, % at 3 µM; CHO-K1 hM5, ACh EC20 PAM; 0% = ACh EC20, 100% = ACh EC100; Muscarinic acetylcholine receptor M5 (Homo sapiens), P08912;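 active = activation above the run cutoff, the mean activation of all test compounds plus 3 SD, cut at about 18% in these data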
Target sequence (P08912 whole entry, looked up): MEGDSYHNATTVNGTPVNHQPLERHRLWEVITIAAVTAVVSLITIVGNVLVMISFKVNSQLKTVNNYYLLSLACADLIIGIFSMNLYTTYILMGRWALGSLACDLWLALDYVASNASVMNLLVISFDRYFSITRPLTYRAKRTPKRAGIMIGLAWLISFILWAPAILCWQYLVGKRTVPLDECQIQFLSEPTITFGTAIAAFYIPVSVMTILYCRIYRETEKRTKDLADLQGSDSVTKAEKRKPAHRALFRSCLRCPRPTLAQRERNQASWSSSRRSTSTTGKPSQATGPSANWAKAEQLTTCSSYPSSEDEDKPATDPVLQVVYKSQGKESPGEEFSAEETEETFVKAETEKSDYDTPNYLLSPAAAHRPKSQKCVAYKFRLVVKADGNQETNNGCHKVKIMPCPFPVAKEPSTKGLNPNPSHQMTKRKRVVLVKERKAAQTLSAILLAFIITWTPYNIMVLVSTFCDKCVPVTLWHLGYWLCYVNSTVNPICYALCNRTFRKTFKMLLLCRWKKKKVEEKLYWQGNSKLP
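Assay system: CHO-K1 hM5 cells. Also added: acetylcholine at EC20 concentration, added after compound. Dosing: 3 µM, single dose. Times: compound preincubation 140 s before EC20 acetylcholine addition. Signal: Fluo-8 calcium fluorescence. Measure: % activation relative to EC20 and EC100 ACh responses. Repeats: singlicate, one well per test compound.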
CHRM5 antagonist = human M5 muscarinic receptor antagonists, primary screen, CHO cells, Fluo-8 calcium fluorescence. Muscarinic acetylcholine receptor M5 (Homo sapiens), P08912. CHO-hM5 cells, ACh EC80. inhibition, % at 3 µM. actives 0.59% (n = 360,000). AID 624040, 2012;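 active = inhibition above a per-plate cutoff, the mean of that plate's test compounds plus 3 SD, cut at about 27% in these data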;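 note: 0% = acetylcholine EC80 with DMSO and 100% = DMSO without agonist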
M4 antag = human M4 muscarinic receptor antagonists, primary screen, CHO cells, Fluo-8 calcium fluorescence. actives 0.73% (n = 360,000). CHO-hM4 cells, ACh EC80. inhibition, % at 3 µM. Muscarinic acetylcholine receptor M4 (Homo sapiens), P08173;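 active = inhibition above its plate's cutoff, the mean inhibition of sample wells plus 3 SD, cut at about 27% in these data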;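 note: 0% = acetylcholine EC80 with DMSO and 100% = DMSO without agonist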
CRFBP-R2 agonist = agonists of CRF-BP/CRF-R2 complex, primary screen, cell-based, HEK293, calcium dye fluorescence, uHTS; CRF-binding protein / CRF receptor 2 complex (human); calcium dye fluorescence (FLIPR); percent of saturating CRF peptide response; activation, % at 13.2 µM; actives 0.46% (n = 350,000); AID 588473, 2011;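 active = activation of at least 50%, plus an integration ratio under a set limit after plate pattern correction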;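 note: plate controls were neutral control wells without compound for no effect and CRF at EC100 for full effect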
M5 ag = human M5 muscarinic receptor agonists, primary screen, CHO-K1 cells, Fluo-8 calcium fluorescence | Muscarinic acetylcholine receptor M5 (Homo sapiens), P08912 | CHO-K1 hM5 cells; 0% DMSO wells, 100% maximal acetylcholine response | activation, % at 3 µM | actives 0.19% (n = 360,000);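 active = activation above the run's mean over test compounds plus 3 SD, cut at about 23% in these data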;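 note: signal is peak over basal fluorescence ratio across the kinetic read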
CRFBP-R2 block = antagonists of CRF-BP/CRF-R2 complex, primary screen, cell-based, HEK293, calcium dye fluorescence, uHTS | CRF-induced calcium fluorescence | actives 0.59% (n = 350,000) | inhibition, % at 11.8 µM;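 active = inhibition of the ligand-induced calcium signal above about 50% at the single tested concentration, limit read from the data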
* hit, by the source's call; · = not tested or not shown.

CHRM4 PAM	IDE inh	M4 ag	CHRM5 PAM	structure	CHRM5 antagonist	M4 antag	CRFBP-R2 agonist	M5 ag	CRFBP-R2 block
4	-1	1	4	CC(=O)Nc1ccc2c(c1)nc1n2CCN(C(C)c2ccccc2)C1 (configuration not stated)	7	-9	1.2	-2	8
-5	-4	9	-16	COc1ccc(-c2ccc3c(c2)S(=O)(=O)c2cccc(C(=O)N4CCN(c5c(Cl)cncc5Cl)CC4)c2C3=O)cc1OC	12	3	9.0	3	-5
11	-5	1	7	COc1ccc2nc(-n3c(O)c(C4=c5ccccc5=NC4=O)[nH]c3=S)sc2c1	-8	-3	-5.2	1	-48
-9	2	16	-10	O=C(CSc1ncnc2ccccc12)Nc1cccc(S(=O)(=O)N2CCCC2)c1	16	1	20	1	-64
-1	3	0	7	Cc1nn(-c2ccccc2)c(Cl)c1C(=O)NC1CCCCC1	-16	-8	0.3	-3	20
1	1	2	5	CCCCn1c(N)c(N(CCOC)C(=O)c2ccc3c(c2)C(=O)N(c2cc(C)ccc2C)C3=O)c(=O)[nH]c1=O	-19	-8	-1.9	0	18
1	3	1	-4	CCCN(CCC)C1CC(=O)N(Cc2ccccc2)C1=O (configuration not stated)	1	5	-1.1	-5	0
-3	-1	1	-4	COCCN1CC(C(=O)N2CCC(Oc3ccccc3OC)CC2)CCC1=O (configuration not stated)	9	-4	1.2	-2	-14
5	1	1	-1	Cc1cc(NC(=O)CSc2ccc3nnc(-c4ccccn4)n3n2)no1	4	-8	0.0	-4	-3
19	6	1	-2	O=C(O)C1CC=CCC1C(=O)N1CCCC1 (configuration not stated)	4	-15	-2.7	-2	-21
2	8	2	-9	CC1CCCCC12NC(=O)N(CC(=O)OCC(=O)c1ccc(OC(F)F)cc1OC(F)F)C2=O (configuration not stated)	16	2	-0.1	-3	-8
9	7	0	11	COc1ccc2c(CSc3nc4nc(C)cc(C)n4n3)cc(=O)oc2c1	-1	-7	-1.0	-13	-12
7	3	5	3	CC1(c2ccccc2Cl)NC(=O)N(CC(=O)c2ccc3c(c2)OCO3)C1=O (configuration not stated)	-6	-1	0.0	8	-21
11	-1	1	-1	O=C(O)CCNC(=O)CCCn1nnc2ccccc2c1=O	0	-6	-1.7	0	-4
9	-2	0	-2	CC(C)(C)NC(=O)CC(c1ccccc1)c1ccccc1O (configuration not stated)	0	-3	-0.5	-2	-1
6	0	3	3	CC(NC(=O)C1c2ccccc2Oc2ccccc21)C1CCCO1 (configuration not stated)	5	-1	-3.9	-3	6
-3	·	0	3	CCN(CCn1cccn1)C(=O)c1ccc(OC2CCN(C(=O)CCOC)CC2)cc1	5	11	0.4	0	-5
3	-1	0	-1	NC(=O)COC(=O)c1cc(S(=O)(=O)N2CCOCC2)ccc1N1CCCCC1	4	9	4.2	-2	11
-5	1	2	0	CC1CCCCC12NC(=O)N(CC(=O)Nc1ccc3[nH]c(=O)[nH]c3c1)C2=O (configuration not stated)	3	5	-0.4	5	2
0	2	1	1	COc1cccc(CNC(=O)CCCC(=O)NC(C)CCc2ccccc2)c1 (configuration not stated)	2	-12	0.7	0	23
9	1	1	2	COc1ccc(C2(C)NC(=O)N(CC(=O)N(c3ccccc3)C3CCS(=O)(=O)C3)C2=O)cc1 (configuration not stated)	-2	-14	-0.3	5	3
-8	7	1	3	CCN1CCN(C(=S)NC(CC(=O)c2ccccc2)c2ccccc2)CC1 (configuration not stated)	9	2	2.8	0	3
0	0	2	-7	COc1cc(/C=N/NC(=O)CCC(=O)Nc2ccc(Br)cc2)ccc1O	4	4	0.9	-3	1
-6	4	1	-11	CCOc1ccc(C(=O)C(C)OC(=O)C2CCN(c3ccc(C(F)(F)F)cn3)CC2)cc1 (configuration not stated)	0	-7	4.9	-2	-13
-1	-2	2	-3	CCCCCc1cc(=O)oc2c(C(CCN3CCCCC3)c3ccc4c(c3)OCO4)c(OC)cc(OC)c12 (configuration not stated)	9	8	-0.5	-5	-29
-3	2	0	-3	CC(=O)Nc1ccccc1C(=O)C(=O)Nc1ccc(F)cc1	-3	-2	-0.9	-2	-7
-4	2	0	-11	O=Cc1c[nH]c2ccc(OCc3ccccc3)cc12	-1	9	0.2	1	2
-11	-1	1	-6	CN(Cc1ccccc1F)C(=O)c1ccc(Oc2ccccc2)cc1	9	-2	-0.7	-3	-2
-8	-4	13	-17	Cc1cc(OCCCn2cnc3ccccc3c2=O)ccc1[N+](=O)[O-]	17	-9	2.4	2	13
6	0	1	-8	CCc1cc(-c2n[nH]c(=S)n2N)n(C)n1	2	-3	0.8	0	13
1	3	1	7	CC(C)CCNC(=O)CCCOc1cc(=O)n(C)c2ccccc12	-3	-3	-1.7	-2	-2
14	9	1	13	COc1ccc(C(=O)COC(=O)c2ccccn2)c(OC)c1	1	-10	-2.3	-3	-17
-2	·	0	4	C[C@@H]1CN([C@H](C)CO)C(=O)CCCn2cc(nn2)CO[C@H]1CN(C)S(=O)(=O)c1ccc(F)cc1	-7	-19	·	3	·
5	-2	1	1	CCC1CCCCN1C(=O)CCCOc1ccccc1 (configuration not stated)	4	-1	0.9	-2	-4
6	·	0	-4	COc1cccc(S(=O)(=O)N(C)C[C@H]2OCc3cn(nn3)CCCC(=O)N([C@H](C)CO)C[C@@H]2C)c1	6	-12	-0.5	-1	-4
0	2	2	1	CCCC(c1nnnn1Cc1ccc(F)cc1)N1CCN(C)CC1 (configuration not stated)	1	3	2.0	-5	11
-14	2	16	-17	CCOC(=O)Cn1c2ccc(F)cc2c2nc(C)sc21	20	8	-1.4	-4	-6
-18	4	1	1	COc1ccc(Cc2noc(CN(C)CCc3ccccc3)n2)cc1OC	1	-2	0.0	6	7
-2	-1	0	1	c1ccc(SCc2nc3ccccc3s2)nc1	12	3	-2.2	-3	17
-2	1	0	3	O=C(NCCN1CCOCC1)c1cc([N+](=O)[O-])ccc1Cl	3	0	-1.7	4	1
4	1	0	4	O=C1CCCC/C1=C/Nc1ccc(S(=O)(=O)Nc2ncccn2)cc1	0	3	3.8	1	22
-8	1	17	-14	COc1ccc(N2C(=O)CN(Cc3cc(OC)c(OC)c(OC)c3)C2=S)cc1	1	4	-3.1	6	16
-9	-6	1	1	Clc1cccc(Cl)c1Cn1cnc(=NCc2ccco2)c2[nH]cnc21	-7	10	8.0	-8	-21
3	1	2	5	COc1ccc(N2C(=O)C3CCCN3C2c2ccc(C)cc2)cc1 (configuration not stated)	-9	-23	3.3	-2	1
8	-2	3	0	Cc1ccc(C(=O)C(C)OC(=O)CN2C(=O)NC3(CCCC3)C2=O)cc1C (configuration not stated)	6	-3	0.0	2	11
2	·	0	-7	Cc1cccc(C2=NN(c3ccccc3)[C@@H](C(=O)N3CCOC3=O)[C@@H]2c2ccc(F)cc2)c1	-3	-23	11	0	7
1	·	1	-2	CCC(C)c1ccc(S(=O)(=O)N2CCN(CC(O)COCC3CCCO3)CC2)cc1 (configuration not stated)	6	3	0.8	3	64*
8	1	2	-3	COc1ccccc1NC(=O)CSCC(N)=O	-2	-3	-0.6	3	-7
7	·	0	5	CC(C)CN(C(=O)CCC1CCCCC1)c1c(N)n(CC(C)C)c(=O)[nH]c1=O	-4	-7	-0.5	-1	6
3	2	1	-3	O=C(CN1CCOCC1)Nc1nc2ccc([N+](=O)[O-])cc2s1	3	-1	-2.1	-1	-11
4	·	-1	0	CCn1c(=S)[nH]c2c(c1=O)C(C)(C)Cc1ccccc1-2	5	-5	-0.1	-4	-37
7	3	0	5	O=C(O)c1cccnc1SCC(=O)N1CCCc2ccccc21	5	-1	0.7	-5	3
8	-3	0	1	CC(C)(C)c1ccccc1NC(=O)c1ccc2c(c1)SC1=NS(=O)(=O)CCN12	4	-11	-1.9	-5	-4
5	-5	0	1	Cc1c(NC(=O)c2ccc(NS(=O)(=O)c3ccc(F)c(F)c3)cc2)c(=O)n(-c2ccccc2)n1C	0	6	0.1	0	8
-17	-2	3	-3	CN(Cc1ccccc1)CC(O)COc1ccc(CNCCc2ccncc2)cc1 (configuration not stated)	7	-12	0.5	-9	12
5	1	1	3	CC1(C2CC2)NC(=O)N(CC(=O)N2CCN(c3ccccc3)CC2)C1=O (configuration not stated)	0	-1	0.3	4	-7
3	4	2	3	CN(C)S(=O)(=O)c1ccc(Cl)c(C(=O)NC2=NCCS2)c1	-1	-4	1.1	-4	4
-5	-3	1	-11	Cc1cnc(CN(C)Cc2c(C(=O)N3CCCCCCC3)nc3ccc(Cl)cn23)[nH]1	23	6	-0.8	-4	-6
-5	4	5	-14	N#C/C(=C(/O)c1ccccc1F)c1nc2cc(C(F)(F)F)ccc2s1	5	-3	5.5	0	21
1	2	2	1	Oc1[nH]c2ccc(Br)cc2c1N=Nc1ccc(F)cc1	1	4	36	1	-47

(more compounds)
CHRM4 PAM	IDE inh	M4 ag	CHRM5 PAM	structure	CHRM5 antagonist	M4 antag	CRFBP-R2 agonist	M5 ag	CRFBP-R2 block
-10	0	1	1	COc1ccc(CC(=O)NNc2ncnc3c2cnn3Cc2ccccc2)cc1OC	1	-8	0.0	0	-7
2	1	0	-1	O=C(CSc1nnc(-c2ccccc2)c(-c2ccccc2)n1)Nc1ccc(Br)cn1	-1	-2	-0.7	-1	26
13	0	0	0	N#CCCN(CCC#N)S(=O)(=O)c1ccc(C(=O)Nc2nnc(C3=COCCO3)o2)cc1	5	-7	-1.8	-1	12
18	-4	1	6	Fc1ccc(-c2cc(C(F)(F)F)nc(N3CCCCC3)n2)cc1	-7	-5	0.0	2	-44
9	-5	2	3	COc1ccc(NC(=O)N2CCc3ccccc3C2)c(OC)c1	2	-2	1.2	-2	-7
-5	0	-1	3	Cc1cc(C)n(C(=O)CCCn2cc([N+](=O)[O-])cn2)n1	2	4	-7.2	-1	-3
5	-3	2	-6	c1cnc(-c2nnc3n2CCCCC3)cn1	4	1	-0.6	-3	-4
-13	3	3	3	O=c1ccc(-c2ccc(S(=O)(=O)NCC3CCN(Cc4ccccc4F)CC3)s2)n[nH]1	0	18	1.1	-10	-2

Molecules above containing bromine, in the order listed:
CHRM4 PAM	IDE inh	M4 ag	CHRM5 PAM	structure	CHRM5 antagonist	M4 antag	CRFBP-R2 agonist	M5 ag	CRFBP-R2 block
0	0	2	-7	COc1cc(/C=N/NC(=O)CCC(=O)Nc2ccc(Br)cc2)ccc1O	4	4	0.9	-3	1
1	2	2	1	Oc1[nH]c2ccc(Br)cc2c1N=Nc1ccc(F)cc1	1	4	36	1	-47
2	1	0	-1	O=C(CSc1nnc(-c2ccccc2)c(-c2ccccc2)n1)Nc1ccc(Br)cn1	-1	-2	-0.7	-1	26

Assay outcomes (PubChem)
